Compound activity as filed in PubChem BioAssay.
SRC3 inh: inhibits human SRC3 coactivator; Q9Y6Q9; HEK293 GAL4-SRC3 luciferase reporter, luminescence; inhibition, % at 3.6 µM; 360,000 compounds, 0.17% hits; AID 588352;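 active = inhibition above a per-campaign cutoff, the mean of all compounds plus 3 SD, cut at about 60% in these data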;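 note: 0% = DMSO-treated cells and 100% = gossypol-treated cells at 36 µM; higher means less SRC3-driven luciferase light from the GAL4 reporter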
NCOA2 inhibitor: inhibits human steroid receptor coactivator 2; Q15596; 370,000 compounds, 0.17% hits; HEK293 GAL4-SRC2 luciferase reporter, luminescence; AID 651957; inhibition, % at 9 µM;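 active = inhibition above the mean inhibition of all tested compounds plus 3 SD, set per campaign, cut at about 52% in these data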;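 note: 0% = DMSO treated cells and 100% = cells given Gossypol at 36 µM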
Target sequence (Q15596 whole entry, looked up, the tested form may be a part): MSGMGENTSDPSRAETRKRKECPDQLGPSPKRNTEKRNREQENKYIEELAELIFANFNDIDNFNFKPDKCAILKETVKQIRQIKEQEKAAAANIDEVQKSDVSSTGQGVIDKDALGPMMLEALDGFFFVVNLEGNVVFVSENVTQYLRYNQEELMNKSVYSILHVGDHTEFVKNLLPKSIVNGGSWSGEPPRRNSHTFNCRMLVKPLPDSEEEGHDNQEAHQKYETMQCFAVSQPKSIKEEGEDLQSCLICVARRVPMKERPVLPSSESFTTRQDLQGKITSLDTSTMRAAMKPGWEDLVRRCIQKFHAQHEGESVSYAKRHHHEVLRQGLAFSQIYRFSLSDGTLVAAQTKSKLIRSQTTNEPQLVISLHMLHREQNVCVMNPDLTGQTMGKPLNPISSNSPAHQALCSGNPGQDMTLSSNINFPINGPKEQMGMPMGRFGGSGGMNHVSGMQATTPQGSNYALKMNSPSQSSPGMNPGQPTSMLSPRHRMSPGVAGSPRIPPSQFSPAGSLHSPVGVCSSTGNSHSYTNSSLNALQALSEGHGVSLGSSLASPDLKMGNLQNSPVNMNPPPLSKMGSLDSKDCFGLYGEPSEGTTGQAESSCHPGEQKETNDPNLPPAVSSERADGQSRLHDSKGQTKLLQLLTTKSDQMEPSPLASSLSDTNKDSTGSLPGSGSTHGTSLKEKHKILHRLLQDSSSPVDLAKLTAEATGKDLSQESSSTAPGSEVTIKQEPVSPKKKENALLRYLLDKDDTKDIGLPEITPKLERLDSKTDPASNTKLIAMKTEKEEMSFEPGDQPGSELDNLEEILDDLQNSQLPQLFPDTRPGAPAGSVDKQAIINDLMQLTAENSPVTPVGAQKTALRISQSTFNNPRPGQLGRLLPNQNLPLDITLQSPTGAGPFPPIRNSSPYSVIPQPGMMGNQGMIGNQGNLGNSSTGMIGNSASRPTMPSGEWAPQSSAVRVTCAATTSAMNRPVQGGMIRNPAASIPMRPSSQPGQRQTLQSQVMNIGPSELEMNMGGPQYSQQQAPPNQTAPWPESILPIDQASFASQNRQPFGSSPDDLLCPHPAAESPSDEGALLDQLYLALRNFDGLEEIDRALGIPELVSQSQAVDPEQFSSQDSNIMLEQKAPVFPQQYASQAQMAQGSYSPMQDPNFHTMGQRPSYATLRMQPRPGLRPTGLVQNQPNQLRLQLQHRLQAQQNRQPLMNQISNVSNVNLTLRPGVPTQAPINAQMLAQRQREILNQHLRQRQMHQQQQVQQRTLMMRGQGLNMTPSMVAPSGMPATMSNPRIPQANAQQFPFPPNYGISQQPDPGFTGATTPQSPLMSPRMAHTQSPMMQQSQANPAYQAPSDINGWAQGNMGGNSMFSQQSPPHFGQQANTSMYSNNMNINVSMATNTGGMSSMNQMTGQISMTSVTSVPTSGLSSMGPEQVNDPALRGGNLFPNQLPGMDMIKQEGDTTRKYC
ABHD5 PLIN5 PPI: inhibitors of human ABHD5-perilipin-5 interaction; inhibition, % at 4 µM; 360,000 compounds, 0.78% hits; Q00G26+Q8WTS1; Split G. princeps luciferase complementation, luminescence, 4 h;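 active = inhibition above the mean inhibition across every tested compound plus 3 SD, cut at about 22% in these data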;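 note: 0% = DMSO only wells and the 100% control is not disclosed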
LMP1 NFkB inh: inhibitors of Epstein-Barr LMP1-induced NF-kappaB reporter; AID 504558; LMP1-induced NF-kappaB luciferase reporter cells, luminescence; inhibition, % at 12.5 µM; 350,000 compounds, 0.69% hits; in the data active = inhibition above about 41%;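 note: 0% = neutral control wells and 100% = reference inhibitor control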
MC4R ag barr: human MC4R agonism via beta-arrestin. AID 540308. activation, % at 8.9 µM. P32245. 360,000 compounds, 0.98% hits. U2OS MC4R beta-arrestin complementation, luminescence; percent of melanotan II response, DMSO zero;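 active = activation above a per-plate cutoff, the mean activation of sample wells on that plate plus 3 SD, cut at about 8% in these data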
TLR9-MyD88 inh: TLR9-MyD88 interaction inhibition. CHO BLA complementation TLR9-MyD88, CCF4 FRET ratio. inhibition, % at 4.98 µM. 340,000 compounds, 0.21% hits;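 active = inhibition above the mean over all tested compounds plus 3 SD, cut at about 21% in these data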;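 note: 0% = DMSO only wells and 100% = clavulanate BLA inhibitor control wells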
MC4R antag cAMP: human MC4R antagonism in cAMP assay; 360,000 compounds, 0.48% hits; MC4R-expressing cells, MTII-stimulated cAMP, LANCE TR-FRET; inhibition, % at 6.5 µM; AID 540295;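 active = inhibition above its plate's cutoff, the mean of tested wells on that plate plus 3 SD, cut at about 29% in these data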;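 note: 0% = Melanotan II alone and 100% = Melanotan II plus saturating MCL0020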
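System: U2OS-MC4R stable cell line; Technique: Eu-cAMP/anti-cAMP TR-FRET, emission 671 nm; Repeats: single well per compound; Also added: Melanotan II; Dosing: one concentration, 6.5 µM nominal; Schedule: 30-min compound, 1-h challenge, 1-h detection, room temperature.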
LRH-1 inv ag: suppresses constitutive activity of human LRH-1; HEK293T StAR-luciferase reporter, LRH-1 transfected, 24 h; inhibition, % at 3.6 µM; 360,000 compounds, 0.13% hits;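 active = inhibition above the mean inhibition of all tested compounds plus 3 SD, cut at about 73% in these data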;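 note: 0% = DMSO wells and 100% = reporter-only cells lacking LRH-1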
SRC1 inh: inhibits human SRC1 coactivator | inhibition, % at 3.6 µM | Q15788 | HEK293 GAL4-SRC1 luciferase reporter, luminescence | 360,000 compounds, 0.12% hits | AID 588354;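 active = inhibition above the campaign mean plus 3 SD, with each screening campaign given its own cutoff, cut at about 60% in these data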;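 note: 0% = DMSO treated cells and 100% = gossypol at 36 µM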
NOD2 RIPK2 PPI: NOD2-RIPK2 protein interaction inhibition; O43353; CHO BLA complementation NOD2-RIPK2, CCF4 ratio; inhibition, % at 4.98 µM; 360,000 compounds, 0.38% hits; AID 624267; in the data active = inhibition above about 21%;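 note: 0% = vehicle only and 100% = reference blocker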
NR2F2 inh: blocks human COUP-TFII nuclear receptor; P24468; HEK293T NGFI-A luciferase reporter, luminescence; inhibition, % at 8.6 µM; 370,000 compounds, 0.7% hits; AID 686940;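 active = inhibition above a per-plate cutoff, mean inhibition of test wells between control levels plus 3 SD, cut at about 38% in these data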;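 note: cells cotransfected with COUP-TFII expression vector driving the NGFI-A reporter; 0% = median of COUP-TF2 test wells and 100% = reporter-only cells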
* marks the source's active call; other numbers are inactive results; · = no result given. Not all compounds are listed; the hit share may differ from the screen's.

| SRC3 inh | NCOA2 inhibitor | ABHD5 PLIN5 PPI | LMP1 NFkB inh | MC4R ag barr | SMILES | TLR9-MyD88 inh | MC4R antag cAMP | LRH-1 inv ag | SRC1 inh | NOD2 RIPK2 PPI | NR2F2 inh |
| --- | --- | --- | --- | --- | --- | --- | --- | --- | --- | --- | --- |
| -0.5 | -20.4 | -2.6 | 10.7 | 1.7 | CCCn1c(=O)c2ccccc2n2c(Sc3nnnn3-c3ccccc3)nnc12 | -18.4 | -1.8 | 16.9 | -5.6 | -4.4 | -13.9 |
| 5.5 | -13.9 | -2.4 | -5.4 | 0.8 | COc1cc(S(=O)(=O)NC(Cc2c[nH]c3ccccc23)C(=O)O)ccc1NC(C)=O (configuration not stated) | -0.8 | 3.2 | 5.0 | -1.2 | -6.6 | -11.5 |
| 8.7 | 16.7 | -3.3 | 6.1 | 1.4 | Cc1cc(C(=O)N2CCCC(N3CCN(c4cccc(Cl)c4)CC3)C2)nn1C (configuration not stated) | -3.4 | 2.7 | -6.1 | -29.4 | -7.3 | 5.6 |
| -12.3 | -21.1 | -2.3 | 2.9 | 0.5 | O=C(CCc1nc2ccccc2c(=O)[nH]1)NCCN1C(=O)S/C(=C\c2ccccc2Cl)C1=O | 9.9 | 0.3 | 3.0 | -8.7 | -17.7 | -3.0 |
| -72.0 | -29.4 | 1.1 | -7.4 | 2.8 | Clc1ccc(/C=C/c2ncc[nH]2)c(Cl)c1 | 0.9 | 18.6 | -67.2 | -110.5 | -9.0 | -31.6 |
| 13.0 | 10.5 | -1.8 | 2.2 | -1.5 | CC(=O)Nc1cccc(S(=O)(=O)N2CCCCCC2)c1 | 11.1 | -7.2 | 8.9 | -3.8 | 3.0 | 11.6 |
| -1.4 | 0.3 | 3.0 | 0.5 | 6.9 | Cc1ccc(CNC(=O)c2c(-c3ccccc3)sc3ccccc23)o1 | -9.6 | 7.8 | -17.8 | 4.8 | 4.2 | 9.1 |
| -1.9 | -13.2 | 7.2 | -3.9 | -1.8 | COc1ccc(OC)c(-n2c(CNC3CCN(Cc4ccccc4)CC3)nc3ccccc3c2=O)c1 | -2.2 | 1.8 | -28.4 | -8.0 | -7.0 | 11.5 |
| 2.9 | 7.4 | -2.4 | -2.7 | 1.6 | Cc1cc(C)nc(-n2nc(C)c3c(=O)[nH]c(C(F)(F)F)nc32)n1 | -0.6 | 8.0 | 3.0 | 5.8 | -11.7 | -11.5 |
| 21.8 | -7.9 | 1.3 | 5.3 | 0.2 | O=[N+]([O-])c1cccc(S(=O)(=O)N/N=C/c2ccc(O)cc2)c1 | 13.5 | 2.4 | 17.3 | 23.1 | -1.0 | -10.0 |
| 2.2 | -3.4 | 2.1 | -7.2 | -1.2 | COc1ccc2[nH]c(=O)c(CN(CCCN3CCOCC3)C(=O)NCc3ccccc3)cc2c1 | -12.4 | 5.3 | 7.3 | -6.0 | 6.4 | 3.2 |
| 17.8 | 3.5 | -0.2 | 1.7 | -0.2 | Cc1ccc(C(=O)CCC(=O)OCC(=O)N(CC(C)C)c2c(N)n(Cc3ccccc3)c(=O)[nH]c2=O)cc1 | 4.7 | 2.7 | 8.1 | -9.3 | -3.1 | 9.0 |
| -2.1 | 0.9 | -2.3 | -7.3 | -2.2 | Cc1c(C(=O)CN2CCSCC2)c2ccccc2n1C | -93.5 | -2.5 | -4.0 | -0.6 | -6.9 | 6.6 |
| -7.6 | 3.3 | 12.8 | -8.4 | -0.1 | CCN(c1ccc(C)cc1)S(=O)(=O)c1nnc(NC(=O)c2ccco2)s1 | -10.2 | 13.7 | -22.4 | 11.9 | -9.8 | 11.1 |
| -14.8 | 9.7 | 2.2 | -5.7 | -0.4 | Cc1c(-c2nnnn2-c2ccc(F)cc2)cnc2cc3c(cc12)OCO3 | -9.7 | 7.7 | 4.6 | -10.9 | -0.6 | 14.8 |
| · | 16.4 | -7.5 | · | · | C=CCC[C@H](CCCCC)OC(=O)/C=C/[C@H](O)[C@@H](O)C[C@@H](O)CC=C | · | · | 2.0 | · | 1.7 | 16.8 |
| 20.9 | -49.1 | -5.0 | 1.2 | -1.1 | C=CCSc1nc(N)cc(=O)[nH]1 | -2.2 | -6.5 | 4.1 | 15.4 | 0.2 | 15.1 |
| -5.4 | -7.6 | 6.4 | 14.6 | -0.3 | Cc1cc(C)nc(SCCN(C)C)n1 | -5.9 | -1.6 | -20.3 | -13.7 | -8.4 | -3.0 |
| -8.6 | 14.0 | 1.9 | 0.7 | 1.4 | CC1CCCN(S(=O)(=O)c2cccc([N+](=O)[O-])c2)C1 (configuration not stated) | 7.6 | 6.1 | -6.4 | -33.8 | -1.0 | 15.0 |
| 3.5 | -12.3 | 4.6 | 0.5 | -1.4 | O=S(=O)(Nc1ccc(-n2cnnn2)cc1)c1ccccc1F | 0.6 | 3.5 | -11.1 | 6.4 | -6.8 | 7.4 |
| -20.5 | -13.7 | -1.5 | 2.4 | -0.1 | O=C(OCC(=O)N1CCN(C(=O)c2ccco2)CC1)c1ccccc1 | -2.9 | 23.4 | -2.1 | -25.6 | 2.0 | -6.2 |
| 16.4 | -4.6 | -6.2 | -16.7 | -2.0 | O=C(Cc1ccc2c(c1)OCCO2)N1CCN(S(=O)(=O)c2ccccc2C(F)(F)F)CC1 | -6.1 | 6.5 | -14.7 | -1.1 | 8.2 | -3.5 |
| 16.1 | -13.7 | -3.0 | -1.4 | 0.5 | N#C/C(=C(/O)CO/N=C/c1ccccc1Cl)c1nc2ccccc2[nH]1 | -2.6 | 3.0 | 19.5 | -1.5 | -0.6 | -0.7 |
| 10.6 | -39.8 | 0.7 | -9.1 | -2.3 | CCCCc1cc(=O)oc2c(C)c(OCC(=O)N3CCC(C(N)=O)CC3)ccc12 | -1.8 | 9.4 | -17.6 | -9.2 | -3.5 | -12.6 |
| -12.2 | -10.4 | 6.3 | 1.4 | 1.3 | COC(=O)C(Cc1cncn1COCc1ccccc1)NC(=O)OC(C)(C)C (configuration not stated) | 15.3 | 15.0 | 12.3 | 3.1 | -10.6 | 5.6 |
| · | 1.2 | -1.5 | · | · | COC(=O)C(C(=O)OC)c1ncccc1NS(=O)(=O)c1ccc(C)cc1 | · | · | 19.5 | · | -1.1 | 8.5 |
| 20.7 | -45.6 | -0.9 | -3.7 | -0.1 | C/C=C/c1ccc(OCCn2cncn2)c(OC)c1 | 9.1 | 3.1 | 11.4 | 8.3 | -0.5 | 7.1 |
| 4.0 | -1.4 | 3.5 | 4.3 | 1.2 | COc1ccc(-c2ccc(=O)n(CC(=O)Nc3nnc(C(C)C)s3)n2)cc1OC | 2.7 | -4.3 | -3.2 | -3.3 | -7.8 | -2.9 |
| -25.6 | -35.3 | 2.9 | -0.2 | -1.9 | NS(=O)(=O)c1ccc(N/N=C/c2ccc3c(c2)OCO3)c([N+](=O)[O-])c1 | -13.2 | 0.3 | -5.2 | -44.9 | -4.9 | 0.5 |
| 7.4 | -33.7 | -7.0 | 4.7 | -2.4 | O=C(O)[C@H](Cc1c[nH]c2ccccc12)Nc1ncccc1[N+](=O)[O-] | -1.3 | 4.2 | 5.5 | 5.2 | 2.8 | -8.3 |
| 8.7 | -5.0 | -2.2 | -1.0 | 0.8 | COc1cccc(C(C)NC(=O)c2c(F)cccc2Cl)c1 (configuration not stated) | 0.8 | 17.6 | -11.2 | 3.5 | -9.5 | 7.6 |
| 4.3 | -16.1 | 5.4 | 0.3 | -1.9 | O=C(CSCc1ccc(Br)cc1)Nc1ccccc1C(=O)N1CCOCC1 | -6.7 | 22.8 | -5.5 | -5.0 | -4.3 | -12.7 |
| -18.2 | -33.9 | -5.1 | 12.4 | 3.3 | COc1ccc(C(=O)N/N=C/c2ccc(OC(=O)c3cccc4ccccc34)c([N+](=O)[O-])c2)cc1 | 9.6 | 7.3 | -3.0 | -40.7 | 1.8 | -11.7 |
| 0.3 | -18.7 | 0.9 | 7.9 | -0.6 | CCN(CC(=O)Nc1ccc(NC(C)=O)cc1)C(=O)COc1ccccc1-c1ccccc1 | -14.6 | 0.4 | -26.9 | 1.6 | 5.2 | -2.5 |
| 0.9 | -5.8 | -1.0 | -2.1 | -0.9 | C=CCn1c(SCC(=O)NCCc2ccccc2)nnc1C(C)NC(=O)c1cccs1 (configuration not stated) | 3.5 | 5.5 | 8.8 | -6.6 | 3.7 | 10.8 |
| 21.9 | -0.8 | 2.1 | 12.7 | 3.3 | Cc1cc(NC(=O)CN2CCN(S(=O)(=O)c3ccc4ccccc4c3)CC2)no1 | 4.4 | -1.7 | -4.4 | 25.6 | -5.7 | 8.9 |
| 27.1 | -47.9 | 3.8 | -6.4 | 1.6 | O=C1CN(S(=O)(=O)c2ccccc2)c2ccccc2N1 | -5.2 | -5.7 | -3.6 | -3.9 | 7.6 | -5.2 |
| 12.2 | -25.9 | 4.6 | 1.2 | -0.5 | Cc1ccc(S(=O)(=O)Nc2cccc(CP(=O)(c3ccccc3)c3ccccc3)c2)cc1 | -0.1 | 5.8 | -4.0 | -8.8 | 6.0 | 14.3 |
| 7.2 | 8.4 | 8.4 | 1.9 | 1.8 | C/C(=N\Nc1ccc(S(=O)(=O)Nc2ccccc2)cc1[N+](=O)[O-])c1ccc(N2CCOCC2)cc1 | -7.5 | 0.9 | -2.8 | -4.3 | -4.2 | 2.9 |
| 5.5 | -8.7 | -1.4 | 1.4 | -1.8 | Cc1oc(-c2ccc(Cl)cc2)nc1CS(=O)CC(=O)NCCCN1CCCC(C)C1 (configuration not stated) | 17.2 | 3.0 | 2.4 | 1.9 | 1.5 | 1.2 |
| 18.5 | 4.9 | 9.4 | 6.6 | 2.0 | CCc1ccc(C(C)NC(=O)c2cccs2)cc1 (configuration not stated) | 10.9 | 7.2 | 1.4 | 11.2 | 1.9 | 13.3 |
| 0.6 | 5.9 | -3.7 | 8.1 | -0.7 | O=C(NCCOc1ccccc1)N1[C@H]2CC[C@@H]1C=C(c1ccc(F)cc1OCc1ccccc1)C2 | -4.2 | 15.4 | -10.5 | 6.3 | -9.6 | 1.7 |
| 5.6 | -28.5 | 10.0 | 1.7 | 0.3 | CN(CC(=O)Nc1ccccc1Br)C(=O)CCc1nc2ccccc2c(=O)[nH]1 | -0.6 | 2.4 | -20.3 | 23.7 | -0.6 | -3.5 |
| 9.8 | -8.1 | -5.1 | -7.7 | 0.4 | Cc1nc2sc(C(c3ccc(Cl)cc3)N3CCN(CCO)CC3)c(O)n2n1 (configuration not stated) | -13.8 | 23.3 | -6.5 | 8.4 | 16.3 | 3.2 |
| 0.3 | 5.9 | -1.4 | 6.0 | 1.3 | Cc1cc(C)c2nc(NC(=O)CN3C(=O)NC4(CCCC4)C3=O)sc2c1 | 0.5 | 8.1 | -23.0 | -21.7 | -5.2 | -0.1 |
| -9.3 | 29.8 | -4.7 | 3.3 | -3.9 | O=C(NCc1cccc(C(F)(F)F)c1)N1CCN(C(=O)c2ccccc2)CC1 | 1.6 | 12.0 | -1.8 | -7.9 | 0.7 | -1.2 |
